PRC2 inh = EZH2 (human) methyltransferase inhibition; PRC2 H3K27 methylation, DELFIA TRF, 1 h; inhibition, % at 12.5 µM; Q15910; hit rate 0.35% among 57,000;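 active means mean inhibition of replicates at least 50% and every single replicate also reaching 50%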;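 further: dimethyl H3K27 on biotinylated H3 21-44 peptide detected by antibody; plate controls were median neutral control wells for no effect and median positive control wells for full effect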
Target sequence (Q15910 whole entry, looked up): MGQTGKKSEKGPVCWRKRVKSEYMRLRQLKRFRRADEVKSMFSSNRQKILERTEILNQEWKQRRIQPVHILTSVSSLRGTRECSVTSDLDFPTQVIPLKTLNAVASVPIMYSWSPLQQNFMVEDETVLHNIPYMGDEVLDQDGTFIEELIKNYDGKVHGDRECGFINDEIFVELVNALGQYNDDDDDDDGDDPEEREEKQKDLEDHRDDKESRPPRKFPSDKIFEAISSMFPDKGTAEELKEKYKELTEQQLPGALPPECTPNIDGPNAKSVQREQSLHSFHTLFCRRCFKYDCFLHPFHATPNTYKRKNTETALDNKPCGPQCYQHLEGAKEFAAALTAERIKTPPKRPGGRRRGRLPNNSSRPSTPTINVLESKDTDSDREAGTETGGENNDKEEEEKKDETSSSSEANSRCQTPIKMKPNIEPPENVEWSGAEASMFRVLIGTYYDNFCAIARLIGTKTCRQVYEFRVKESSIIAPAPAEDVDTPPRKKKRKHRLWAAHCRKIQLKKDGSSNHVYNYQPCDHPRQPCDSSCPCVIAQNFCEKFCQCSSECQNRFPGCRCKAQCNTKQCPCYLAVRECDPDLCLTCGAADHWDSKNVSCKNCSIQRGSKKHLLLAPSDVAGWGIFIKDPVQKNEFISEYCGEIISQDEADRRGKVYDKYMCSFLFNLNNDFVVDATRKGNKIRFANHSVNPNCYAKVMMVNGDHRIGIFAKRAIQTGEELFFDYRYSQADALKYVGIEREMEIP
IDH1 mut inh = blocks human IDH1 R132H reductase activity; O75874; diaphorase/resazurin fluorescence, 60 min; inhibition, % at 10 µM; hit rate 0.18% among 70,000; AID 624101; in the data active means inhibition above about 34%;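 further: 0% = DMSO and 100% = no enzyme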
An asterisk follows results filed as active; nt = no result given; & = joins results of further samples. The list is partial; rates above refer to the full screens.

SMILES | PRC2 inh | IDH1 mut inh
C[C@H]1CN([C@@H](C)CO)C(=O)c2cc(N(C)C)ccc2O[C@@H]1CN(C)S(=O)(=O)c1ccc(F)cc1 | 8 | -0.1
CO[C@@H]1CN(C)C(=O)c2ccc(NC(=O)C3CC3)cc2OC[C@@H](C)N(C)C[C@H]1C | -8 | -0.7
C[C@@H]1CN([C@H](C)CO)C(=O)c2cc(-c3cccc(C#N)c3)cnc2O[C@@H]1CN(C)C(=O)C1CCOCC1 | 1 | 1.5
C/C=C(\CO)C(=O)O[C@H]1[C@H](O)[C@@H](C(=O)OC)O[C@@H]2C[C@H]3OC(n4cnc5c(N)ncnc54)[C@H](OC)[C@H]3O[C@]21O (stereo not given in full) | -12 | 0.9
CSc1cccc(NC(=O)CNS(=O)(=O)c2ccc(F)cc2)c1 | -1 | -0.1
C[C@H](CO)N1C[C@H](C)[C@@H](CN(C)Cc2ccccc2C(F)(F)F)OCc2cn(nn2)CCCC1=O | 5 | -0.1
O=C(NO)c1cccc(C(=O)N/N=C/c2ccc3c(c2)OCCO3)c1 | 25 | nt
COc1ccc(CNC(=O)C[C@@H]2C=C[C@@H](NC(=O)c3ccc4c(c3)OCO4)[C@H](CO)O2)cc1 | -1 | -0.1
CCCCc1ccc(-n2c(-c3ccc(F)cc3)coc2=O)cc1 | 22 | -1.6
C[C@@H]1CN([C@@H](C)CO)C(=O)c2cc(NS(=O)(=O)c3ccccc3)ccc2O[C@@H](C)CCCCO[C@@H]1CN(C)Cc1ccc(C(F)(F)F)cc1 | nt | 0.2
O=C(c1ccccc1)c1ccc(N2CCOCC2)cc1O | 6 | nt
Cc1noc(C)c1NC(=O)Nc1ccc2c(c1)C(=O)N([C@@H](C)CO)C[C@@H](C)[C@@H](CN(C)C(=O)c1ccccc1)OCCCC[C@@H](C)O2 | nt | 0.6
COc1ccc(C#Cc2ccc3c(c2)O[C@H](CN(C)C(C)=O)[C@@H](C)CN([C@H](C)CO)S3(=O)=O)cc1 | -9 | -8.4
CC(C)(C)OC(=O)NC/C=N/NC(=O)CCCCCC(=O)O | -5 | nt
COc1cccc(-c2ccc3c(c2)O[C@@H](CN(C)CC2CC2)[C@@H](C)CN([C@@H](C)CO)S3(=O)=O)c1 | -25 | 0.1
C/C=C/c1cnc2c(c1)C(=O)N([C@@H](C)CO)C[C@H](C)[C@H](CN(C)C(=O)Cc1ccccn1)O2 | 4 | -0.7
COc1cccc(-c2ccc3c(c2)O[C@@H](CN(C)C(=O)C2CCOCC2)[C@H](C)CN([C@H](C)CO)S3(=O)=O)c1 | -13&1 | nt
CC(C)C#Cc1ccc2c(c1)O[C@H](CN(C)Cc1ccccc1)[C@@H](C)CN([C@H](C)CO)S2(=O)=O | 24 | 0.0
O=C(CSc1nc(O)c(-c2ccccc2)c(=O)[nH]1)N(c1ccccc1)c1ccccc1 | -3 | 0.4
C[C@@H]1CN([C@@H](C)CO)C(=O)Cc2cc(NS(=O)(=O)c3cn(C)cn3)ccc2O[C@H]1CN(C)S(=O)(=O)c1ccc(Cl)cc1 | nt | 0.6
Cc1cc(C)cc(N(CC(=O)Nc2ccc(C(N)=O)cc2)S(C)(=O)=O)c1 | nt | -0.4
C[C@@H]1CN([C@@H](C)CO)C(=O)c2cc(-c3ccc(C#N)cc3)cnc2O[C@@H]1CN(C)C(=O)Nc1ccc(C(F)(F)F)cc1 | -35 | 0.7
CO[C@@H]1CN(C)C(=O)c2ccc(NC(=O)Cc3ccccc3)cc2OC[C@H](C)N(C)C[C@@H]1C | -1 | -0.3
O=C(CN1C(=O)CNC1=O)Nc1ccc(Cl)cc1 | nt | -0.3
C[C@@H]1CCCCO[C@@H](CN(C)Cc2ccc3c(c2)OCO3)[C@@H](C)CN([C@H](C)CO)C(=O)c2cc(NS(C)(=O)=O)ccc2O1 | 1 | 3.4
SMILES | PRC2 inh | IDH1 mut inh
C[C@H](NC(=O)C[C@H]1C=C[C@H](NC(=O)C2CCC2)[C@@H](CO)O1)c1ccccc1 | 17 | -0.7
C[C@@H]1CN([C@@H](C)CO)C(=O)CCCn2cc(nn2)CO[C@H]1CN(C)C(=O)c1cc(-c2ccccc2)on1 | -2 | 1.5
CC(C)CC#Cc1ccc2c(c1)O[C@H](CN(C)S(=O)(=O)c1cccc(F)c1)[C@H](C)CN([C@H](C)CO)S2(=O)=O | nt | -0.3
C[C@@H](NC(=O)C[C@H]1CC[C@H](NS(=O)(=O)c2cccc(F)c2)[C@@H](CO)O1)c1ccccc1 | 5 | 0.1
CO[C@@H](CN(C)S(=O)(=O)c1ccc(F)cc1)[C@H](C)CN(C(=O)Nc1ccccc1F)[C@@H](C)CO | 4 | -0.1
Cc1noc(C)c1S(=O)(=O)Nc1ccc2c(c1)C(=O)N([C@H](C)CO)C[C@@H](C)[C@@H](CN(C)Cc1ccc3c(c1)OCO3)O2 | nt | 0.3
O=C(O)CC(Cc1ccccc1)C(=O)Nc1ccc(Cl)c(Cl)c1 (stereo not given) | -8 | -0.3
Cc1ccc(O)c(NC(=O)CCCOc2ccc(Cl)cc2Cl)c1 | nt | 0.2
C[C@H](CO)N1C[C@H](C)[C@@H](CN(C)S(=O)(=O)c2cccs2)OCCCC[C@H](C)Oc2ccc(N(C)C)cc2C1=O | -10 | -1.3
COc1ccc(CN(C)C[C@H]2Oc3ccc(NS(=O)(=O)c4c(C)noc4C)cc3CC(=O)N([C@H](C)CO)C[C@H]2C)cc1 | nt | 2.2
CO[C@@H]1CN(C)C(=O)c2ccc(NC(C)=O)cc2OC[C@H](C)N(Cc2cncnc2)C[C@H]1C | 7 | 0.2
COc1ccc(OC)c(N(CC(=O)Nc2ccc(F)c(F)c2)S(C)(=O)=O)c1 | 12 | -0.1
CCN(CC(=O)Nc1ccc(I)cc1)S(=O)(=O)c1ccc(Cl)cc1 | 18 | 0.1
CO[C@H]1CN(C)C(=O)c2ccc(NC(=O)NC(C)C)cc2OC[C@@H](C)N(Cc2cncnc2)C[C@H]1C | 1 | -0.1
C[C@H]1CN([C@@H](C)CO)S(=O)(=O)c2ccc(-c3ccc(F)cc3)cc2O[C@H]1CN(C)C(=O)C1CC1 | -5 | nt
C[C@@H]1CN([C@@H](C)CO)C(=O)c2cc(N(C)C)ccc2O[C@@H](C)CCCCO[C@H]1CN(C)C(=O)C1CCCCC1 | 5 | -0.5
CO[C@H]1CN(C)C(=O)c2cc(NC(=O)C3CC3)ccc2OC[C@H](C)N(Cc2cc(F)ccc2F)C[C@H]1C | -9 | 0.1
Cc1cccc(S(=O)(=O)N[C@@H]2CC[C@H](CCNC(=O)c3cnccn3)O[C@@H]2CO)c1 | 4 | -0.2
CN1CCN(C(=O)C[C@H]2C[C@@H]3c4cc(NC(=O)c5ccc6c(c5)OCO6)ccc4O[C@@H]3[C@@H](CO)O2)CC1 | 5 | -0.1
C[C@@H]1CCCCO[C@H](CN(C)C(=O)CCCN(C)C)[C@H](C)CN([C@@H](C)CO)C(=O)c2cc(NS(=O)(=O)c3cn(C)cn3)ccc2O1 | nt | -1.3
C[C@H]1CN([C@@H](C)CO)C(=O)c2cc(NC(=O)Cn3cnnn3)ccc2O[C@H]1CN(C)S(=O)(=O)c1ccccc1 | nt | -0.3
CO[C@H]1CN(C)C(=O)c2cc(NC(=O)C3CCCCC3)ccc2OC[C@@H](C)N(Cc2nccs2)C[C@H]1C | -6 | 0.1
CO[C@@H]1CN(C)C(=O)c2ccc(NS(=O)(=O)c3cccc(F)c3)cc2OC[C@@H](C)NC[C@H]1C | -5 | 0.1
C[C@H](CO)N1C[C@H](C)[C@H](CN(C)C(=O)Nc2ccc(F)cc2)Oc2ccc(NC(=O)Nc3ccc4c(c3)OCO4)cc2C1=O | nt | -0.8
COc1ccc(NC(=O)N(C)C[C@H]2OCCCC[C@H](C)Oc3ccc(NS(=O)(=O)c4cccs4)cc3C(=O)N([C@H](C)CO)C[C@@H]2C)cc1 | nt | 2.5

Laid out differently: results already given
Values run as follows: PRC2 inh | IDH1 mut inh
> C[C@@H]1CN([C@@H](C)CO)C(=O)c2cc(N(C)C)ccc2O[C@@H](C)CCCCO[C@H]1CN(C)C(=O)C1CCCCC1
→ 5 | -0.5
> CO[C@H]1CN(C)C(=O)c2cc(NC(=O)C3CC3)ccc2OC[C@H](C)N(Cc2cc(F)ccc2F)C[C@H]1C
→ -9 | 0.1
> Cc1cccc(S(=O)(=O)N[C@@H]2CC[C@H](CCNC(=O)c3cnccn3)O[C@@H]2CO)c1
→ 4 | -0.2
> CN1CCN(C(=O)C[C@H]2C[C@@H]3c4cc(NC(=O)c5ccc6c(c5)OCO6)ccc4O[C@@H]3[C@@H](CO)O2)CC1
→ 5 | -0.1
> C[C@@H]1CCCCO[C@H](CN(C)C(=O)CCCN(C)C)[C@H](C)CN([C@@H](C)CO)C(=O)c2cc(NS(=O)(=O)c3cn(C)cn3)ccc2O1
→ nt | -1.3
> C[C@H]1CN([C@@H](C)CO)C(=O)c2cc(NC(=O)Cn3cnnn3)ccc2O[C@H]1CN(C)S(=O)(=O)c1ccccc1
→ nt | -0.3
> CO[C@H]1CN(C)C(=O)c2cc(NC(=O)C3CCCCC3)ccc2OC[C@@H](C)N(Cc2nccs2)C[C@H]1C
→ -6 | 0.1
> CO[C@@H]1CN(C)C(=O)c2ccc(NS(=O)(=O)c3cccc(F)c3)cc2OC[C@@H](C)NC[C@H]1C
→ -5 | 0.1
> C[C@H](CO)N1C[C@H](C)[C@H](CN(C)C(=O)Nc2ccc(F)cc2)Oc2ccc(NC(=O)Nc3ccc4c(c3)OCO4)cc2C1=O
→ nt | -0.8
> COc1ccc(NC(=O)N(C)C[C@H]2OCCCC[C@H](C)Oc3ccc(NS(=O)(=O)c4cccs4)cc3C(=O)N([C@H](C)CO)C[C@@H]2C)cc1
→ nt | 2.5

Carrying on:
SMILES | PRC2 inh | IDH1 mut inh
Cc1ccc(NC(=O)CSc2nnc(-c3ccc(C(C)(C)C)cc3)o2)c(C)c1 | 6 | -0.7
Cc1cc(NS(=O)(=O)c2ccc(NC(=O)NC3CCCCC3)cc2)no1 | -17 | -0.5
C[C@H](CO)N1C[C@H](C)[C@H](CN(C)CC2CC2)Oc2ncc(-c3ccc(F)cc3)cc2C1=O | -15 | 0.2
C[C@@H]1CN([C@@H](C)CO)C(=O)c2cc(-c3ccccc3F)cnc2O[C@H]1CN(C)Cc1cccc(C(=O)O)c1 | 0 | -0.2
CCCC#Cc1cnc2c(c1)C(=O)N([C@@H](C)CO)C[C@@H](C)[C@H](CN(C)C(=O)Nc1cc(F)ccc1F)O2 | -7 | -0.3
COc1ccc(C(=O)N(Cc2nc(-c3ccc(Cl)cc3)no2)C(C)C)cc1[N+](=O)[O-] | -14 | -0.1
C[C@H]1CN([C@@H](C)CO)C(=O)c2cc(NC(=O)CCC(F)(F)F)ccc2O[C@@H]1CN(C)C | 0 | 2.0
C[C@@H]1CN([C@@H](C)CO)C(=O)c2cc(NS(=O)(=O)c3cn(C)cn3)ccc2O[C@@H]1CN(C)Cc1ccc(Cl)c(Cl)c1 | -5 | 0.0
C[C@@H]1CCCCO[C@@H](CN(C)Cc2ccc(C(F)(F)F)cc2)[C@@H](C)CN([C@@H](C)CO)C(=O)c2cc(NC(=O)Nc3ccc4c(c3)OCO4)ccc2O1 | nt | 1.5
COc1ccc(OC)c(NC(=O)CN(c2cccc(Br)c2)S(C)(=O)=O)c1 | 4 | -0.2
CNC(=O)C1=C[C@H](c2csc3ccccc23)C[C@H](OCc2ccc(CO)cc2)O1 | -12 | nt
O=C(N[C@@H]1CC[C@H](CCNS(=O)(=O)c2ccc(F)cc2)O[C@@H]1CO)c1cccnc1 | 2 | 0.4
C[C@@H]1CN([C@@H](C)CO)C(=O)c2cc(NC(=O)CCCN(C)C)ccc2O[C@@H](C)CCCCO[C@H]1CN(C)C(=O)CCCN(C)C | nt | 1.7
COc1cc2c(cc1NC(=O)CCOc1ccccc1C)oc1ccccc12 | 6 | 0.6
CS(=O)(=O)Nc1ccc2c(c1)[C@@H]1C[C@H](CC(=O)NCC(F)(F)F)O[C@H](CO)[C@@H]1O2 | 0 | 0.3
CCCCC/C=C\C/C=C\C/C=C\CCCCCCC(=O)O | -1 | 1.0
Cc1ccc(S(=O)(=O)N[C@H]2CC[C@@H](CC(=O)NCCN3CCCCC3)O[C@H]2CO)cc1 | 0 | 0.2
C[C@H]1CN([C@@H](C)CO)C(=O)c2cccc(NC(=O)Nc3ccc(C(F)(F)F)cc3)c2O[C@H]1CN(C)C(=O)Nc1ccc(F)cc1 | nt | 0.7
CCCc1cn(CC[C@H]2CC[C@@H](NS(=O)(=O)c3ccc(-c4ccccc4)cc3)[C@H](CO)O2)nn1 | 7 | -0.5
Cc1noc(C)c1NC(=O)N(C)C[C@H]1Oc2c(NC(=O)Nc3ccc4c(c3)OCO4)cccc2C(=O)N([C@@H](C)CO)C[C@@H]1C | nt | -4.1
C/C=C/c1cnc2c(c1)C(=O)N([C@@H](C)CO)C[C@@H](C)[C@@H](CN(C)C(=O)Cc1cccnc1)O2 | -4 | -2.1
COc1ccc(NC(=O)N[C@@H]2C=C[C@H](CC(=O)NC3CCC3)O[C@@H]2CO)cc1 | -8 | 0.0
CC(C)OC(=O)N(C)C[C@@H]1OCc2ccccc2-c2c(n(C)c3ccccc23)C(=O)N([C@H](C)CO)C[C@H]1C | -38 | -0.3
C[C@@H]1CN([C@@H](C)CO)C(=O)c2cc(-c3cccnc3)cnc2O[C@H]1CN(C)C(=O)C1CCCCC1 | -10 | 1.8
COc1ccc(NC(=O)Nc2ccc3c(c2)C(=O)N([C@H](C)CO)C[C@H](C)[C@@H](CN(C)C(=O)NC2CCCCC2)O3)cc1 | 6 | nt
COc1cccc(-c2ccc3c(c2)O[C@@H](CN(C)C(=O)C2CCC2)[C@@H](C)CN([C@H](C)CO)S3(=O)=O)c1 | -1 | -0.2
CNC[C@@H]1Oc2ccc(NS(=O)(=O)c3ccc(OC)cc3)cc2CC(=O)N([C@H](C)CO)C[C@H]1C | 6 | -0.5
CCCNC(=O)N(C)C[C@H]1Oc2cc(C#CC(C)(C)O)ccc2S(=O)(=O)N([C@@H](C)CO)C[C@@H]1C | 4 | 5.7
COc1ccc(C(=O)CSc2nnc(-c3cc4ccccc4o3)n2C)cc1 | 22 | 0.1
